S3 lipid droplet: qHTS Assay for Lipid Storage Modulators in Drosophila S3 Cells | AID 2685 | Potency in µM for hits, for the others lipid storage change, negative = inhibition, % at the top dose, mostly 46.1 µM | Drosophila S3 cells, BODIPY lipid droplet fluorescence, 18-24 h; cells fed with added oleic acid | hit rate 0.64% among 320,000; active means well fitted inhibition curve with a large enough effect in the signal ratio, with a control signal flat, not every such curve was filed as active; inconclusive means small, poorly fitted or top-dose-only effect, or effect the other way, or a change in a side signal; the % refers to the signal ratio
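Laser-scanning cytometry quantifies lipid droplet accumulation (500–530 nm total intensity; droplet/cell object ratio) in oleic acid-fed (400 uM added) Drosophila S3 cells treated with a concentration series. 20 uM Triacsin C defined 100% inhibition.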
S3 lipid droplet cell count max: also measured in S3 lipid droplet; calls as there; cell number change, %; measured here: cell count max response;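 cells counted by Cell Tracker Red CMTPX staining in the red channel; peak over a dose series mostly up to 46.1 µM; percent activity relative to internal control wells on each plate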
* = called active by the depositor; i = inactive; ? = inconclusive; nt = no result given; [ ] = another dose, or the depositor's remark. On the % scale 0 is the no-effect control and ±100 the full control effect; potency means the concentration at half of the fitted maximal effect. Only part of the results is shown; count on the stated rates, not on these rows.

mol | S3 lipid droplet | S3 lipid droplet cell count max
Cc1ccc(C(C(=O)NCc2ccc(F)cc2)N(CCCO)C(=O)C2COc3ccccc3O2)o1 (stereo not drawn) | ? | nt
Cc1occc1C(=O)NNC(=O)c1cccc(F)c1 | ? | nt
COc1ccc(C(=O)NC2CC2)cc1OC1CCN(Cc2cnn(C)c2)CC1 | -15.7% | 5.8
O=C(CNCCO)N1N=C(c2cccs2)CC1c1cccs1 (stereo not drawn) | 15.1% | 21.9
COc1ccc(NC2CCCN(C(=O)CSc3ccncc3)C2)cc1 (stereo not drawn) | 0.231µM* | -29.0*
COc1ccc(C(=O)Nc2ccc3c(c2)nc2n3CCSC2)cc1 | i | -7.8
O=S(=O)(Cc1ccccc1)C1CCCCC1O (stereo not drawn) | 22.1% | 3.1
CCOc1cccc(C(=O)Nc2nccs2)c1 | 0.8% | -16.7
O=C(CCS(=O)(=O)Cc1ccccc1)Nc1nncs1 | -4.3% | 14.4
CCN(c1ccccc1)S(=O)(=O)c1ccc(C(=O)Nc2ncccc2C)cc1 | ? | nt
O=C(Nc1ccc2c(c1)OCO2)C1CCN(C(=O)c2cccs2)CC1 | ? | nt
Cc1cc(C)n(CC(=O)NC2C(=O)N3C(C(=O)O)=C(CSc4nnc(C)s4)CSC23)n1 (stereo not drawn) | -5.0% | -13.5
CC(C)(C)n1cnc2cc(NCc3ccccc3O)ccc21 | i | nt
O=C(O)c1ccc(-n2cc(-c3cc4ccccc4oc3=O)[nH]c2=S)cc1 | -0.8% | nt
Cc1oc(C(C)(C)C)cc1C(=O)Nc1cccc(/C=C\C(=O)O)c1 | ? | nt
COc1ccccc1CNS(=O)(=O)N(C)C | ? | nt
Cc1nnc2ccc(N3CCCC3)nn12 | 8.6% | 6.7
O=C1Nc2ccccc2N=C(c2ccccc2)C1N1CCOCC1 (stereo not drawn) | 1.7% | 8.4
Cc1cccc(C)c1NC(=O)C(c1ccccc1)N1CCOCC1 (stereo not drawn) | 3.6% | 3.5
CCN=C1S/C(=C\c2ccc(-c3cccc(C(=O)O)c3)o2)C(=O)N1CC | ? | nt
Cc1cc(NC(=O)NN2CCOCC2)nn1-c1c(Cl)cccc1Cl | ? | nt
CCc1ccc2[nH]c(=O)c(CN(CCN(CC)CC)C(=O)NC3CCCCC3)cc2c1 | 7.9% | -10.3
O=C(CSc1nnc2c(n1)[nH]c1ccccc12)Nc1ccc(S(=O)(=O)Nc2ncccn2)cc1 | -3.6% | 10.5
Nc1ccc(Sc2cc(Cl)nc(N)n2)cc1 | i | nt
O=C(NCC1CCCCC1)c1cc([N+](=O)[O-])ccc1Cl | ? | nt
O=C(COC(=O)c1cccc([N+](=O)[O-])c1)NCc1ccc2c(c1)OCO2 | -2.6% | -4.7
CCOC(=O)c1ccc(CN(Cc2ccc(C)cc2)S(=O)(=O)c2cccc([N+](=O)[O-])c2)cc1 | 21.3% | -2.1
CCOc1cccc2cc(C(=O)N3CCc4ccccc4C3)c(=O)oc12 | i | -10.3
Cc1cc(NC(=O)c2ccc([N+](=O)[O-])o2)ccc1NC(=O)c1ccco1 | ? | nt
CN(Cc1ccc(Br)s1)C(=O)CNC(=O)c1ccc2c(c1)OCO2 | ? | nt
O=C(c1ccccc1)c1ccc(-c2ccc(O)cc2)cc1 | ? | nt
COCCN(C(=O)COC(=O)/C=C/c1ccc(C(F)(F)F)cc1)c1c(N)n(Cc2ccccc2)c(=O)[nH]c1=O | ? | nt
CN(CC(=O)Nc1ccncc1)S(=O)(=O)c1ccccc1 | i | -3.7
C=CCN1CCN(C(c2cccc(OC)c2OC)c2nnnn2CCC(C)C)CC1 (stereo not drawn) | 4.2% | -0.2
CCCc1cc(=O)[nH]c(SCC(=O)c2cc(C)n(-c3c(C)n(C)n(-c4ccccc4)c3=O)c2C)n1 | ? | nt
COc1ccc(C2=NN(C(C#N)c3ccc(OC)c(OC)c3)C(c3ccccc3)C2)cc1 (stereo not drawn) | ? | nt
CCOC(=O)Cc1csc(NC(=O)COc2c(C)cccc2C)n1 | ? | nt
O=c1c(Cc2c(F)cccc2Cl)c(O)ccn1Cc1ccc2c(c1)OCO2 | -20.1% | -9.4
COc1ccccc1Oc1coc2cc(O)ccc2c1=O | ? | nt
Cc1cccc(OCC(=O)N2CCN(C(=O)c3ccc([N+](=O)[O-])cc3)CC2)c1 | 9.6% | 2.1
CS(=O)(=O)c1[nH]nc(-c2cccc(Cl)c2)c1C#N | 1.1% | 9.8
Cc1cc2ncn(C(=O)c3cc(-c4ccccc4)nc4ccccc34)c2cc1C | ? | nt
O=C(NC1(c2ccccc2)CC1)C1CCC(=O)N(Cc2ccc(Cl)cc2)C1 (stereo not drawn) | ? | nt
CCN(Cc1ccccc1)Cc1c(F)cccc1F | -7.7% | -13.7
COC(=O)c1ccc(NC(=O)CSc2nnc(COc3ccccc3)n2C)cc1 | ? | nt
C=CCN1C(=O)N/C(=C/c2ccccc2OCC(=O)Nc2ccc(F)cc2)C1=O | 13.3% | 1.3
O=c1ccc(-c2ccc(S(=O)(=O)Nc3ccccc3)o2)n[nH]1 | ? | nt
CCC(=O)Nc1c2c(nn1-c1ccc(C)cc1C)CSC2 | ? | nt
COc1cc(OC)cc(C(=O)N[C@H](C(=O)NCc2ccco2)C(C)C)c1 | 7.7% | 0.3
CCOc1ccc(OCC(=O)N(C)c2c(N)n(Cc3ccccc3)c(=O)[nH]c2=O)cc1 | -8.6% | -19.6

Going on with the list:
mol | S3 lipid droplet | S3 lipid droplet cell count max
O=S(=O)(c1cccc2nsnc12)N1CCOCC1 | -5.3% | 2.3
O=C(NC(=S)NCCC1=CCCCC1)c1ccc(Br)o1 | 19.5%[9.22 µM] | 0.8
O=C(Nc1nccs1)c1ccc(N2CCOCC2)c([N+](=O)[O-])c1 | ? | nt
CCn1cc(/C=C(\NC(=O)c2ccc(OC)c(OC)c2)C(=O)N2CCN(C)CC2)c2ccccc21 | i | nt
COc1ccc(C2CC(=O)CC(=O)C2n2cncn2)cc1 (stereo not drawn) | ? | nt
CC(C)OC(=O)NS(=O)(=O)c1cccc([N+](=O)[O-])c1 | 4.3% | nt
COc1ccc(OC)c(S(=O)(=O)N2c3ccccc3CC2C)c1 (stereo not drawn) | i | nt
O=S(=O)(c1ccc(Br)cc1)c1nc(-c2ccco2)oc1NCC1CCCO1 (stereo not drawn) | 16.0% | 9.2
CC(C)CCNC(=O)C(c1ccncc1)N(C(=O)Cn1nnc(-c2ccc(F)cc2)n1)c1ccccc1F (stereo not drawn) | ? | nt
CCC(C(=O)OCC(=O)NC(=O)NC(C)(C)C)c1ccccc1 (stereo not drawn) | ? | nt
CCOC(=O)c1ccccc1NC(=S)N1CCC(C)CC1 | 29.6% | -4.1
CN(Cc1cccnc1)C(=O)CNC(=O)COc1ccccc1 | ? | nt
Cc1ccsc1C(=O)OCC(=O)Nc1cccc(S(=O)(=O)N2CCOCC2)c1 | ? | nt
CCCC1=C([O-])C2N=CC=CC2=[N+](c2ccccn2)C1=O (stereo not drawn) | -10.4% | -3.5
CC(NC(=O)C1CC1)C(c1cccs1)N1CCOCC1 (stereo not drawn) | ? | nt
CCOC(=O)c1c(C)nc(C)c(C(=O)OCC)c1-c1ccc(O)c(OC)c1 | -2.0% | -1.8
CC(C)N(C(=O)CN1C(=O)NC(c2ccccc2)(c2ccccc2)C1=O)C(C)C | ? | nt
O=C(CSc1nccc(=O)[nH]1)NN(c1ccccc1)c1ccccc1 | 2.3%[9.22 µM] | 19.1
COc1cccc(-c2cc(C(F)(F)F)n3ncc(C(=O)N4CCc5ccccc5C4)c3n2)c1 | ? | nt
CCn1c(C(=O)N2CCC(C(=O)NCc3cccs3)CC2)cc2sccc21 | -5.8% | 15.1
O=[N+]([O-])c1cc(Cl)cc(C2=NCCN2)c1 | ? | nt
O=C(N/N=C/C=C\c1ccccc1[N+](=O)[O-])c1cccs1 | 0.2% | -0.6
Cc1ccc(OCC(=O)Nc2ccc(S(=O)(=O)N(C)C3CCN(C)CC3)cc2)c(C)c1 | 2.6% | 16.5
CCCOC(=O)c1cc(=O)[nH]c2ccccc12 | 8.0% | -5.5
COc1cc(NC(=O)c2nccn2C)cc(C(=O)Nc2cccc(C(F)(F)F)c2)c1 | ? | nt
CC(c1ccccc1)N1CC(C(=O)N2CCN(c3ccccc3)CC2)CC1=O (stereo not drawn) | ? | nt
CC(OC(=O)C1=COCCO1)C(=O)NC1CCCCC1C (stereo not drawn) | ? | nt
CCOC(=O)C(=O)NNc1ccccc1C | 22.5% | 12.1
COC(=O)C1=C(C)N(c2ccccc2)/C(=C/c2cccs2)C1=O | i | -1.5
Cc1ccc2cc(/C=N/NC(=O)CN3CCOCC3)c(Cl)nc2c1 | i | nt
COC(=O)C1=C(C)N(c2ccc(OC)cc2)C(C)=C(C(=O)OC)C1c1ccccc1 | 10.5% | -1.2
Cc1cccc(-c2nnc(SCC(=O)Nc3nc4c(s3)CCCC4)n2C)c1 | ? | nt
COc1ccc(CNC(=O)c2cc(C)nc3ccccc23)cc1OC | ? | nt
Cn1c(=O)n(C)c2cc(NS(=O)(=O)c3ccccc3[N+](=O)[O-])ccc21 | ? | nt
COC(=O)[C@@H](NC(=O)c1ccccc1)[C@@H](C)O | ? | nt
O=C(CN(C(=O)CCC(=O)Nc1nccs1)c1cccc(F)c1)NCc1ccc2c(c1)OCO2 | ? | nt
CN(Cc1ccc(F)cc1)C(=O)c1cc(COc2ccc(F)cc2F)on1 | 6.7% | -0.2
CC1=CC(C)(C)N(C(=O)CSc2ncn[nH]2)c2ccccc21 | ? | nt
O=C(CSc1nnc(-c2ccccc2F)n1C1CC1)NCc1ccco1 | -4.7% | -0.2
CC(=O)N(Cc1c(C#N)c2ccccc2n1C)c1ccccc1 | 1.7% | 2.9
Cc1cc(-n2nc(C)cc2C)nc(NS(=O)(=O)c2ccccc2Cl)n1 | ? | nt
Cc1ccc(C(=O)NC(=S)NNS(=O)(=O)c2ccccc2)cc1 | 14.0% | 10.5
CCOC(=O)C1CCCN(C(=O)N2CCOCC2)C1 (stereo not drawn) | ? | nt
N=C1C(c2ccccc2)=C(O)C2CCc3ccccc3N12 (stereo not drawn) | ? | nt
CCN(CC)c1ccc(NC(=O)c2ccc(=O)[nH]c2)cc1S(=O)(=O)Nc1ccc(OC)cc1 | ? | nt
O=C(CN1CCN(c2ncccn2)CC1)N(Cc1ccccc1)c1ccc(F)cc1 | ? | nt
O=C(COC(=O)C(O)c1ccccc1)c1ccc2c(c1)OCCO2 (stereo not drawn) | 8.2% | 2.0
OC(COC(c1ccc(F)cc1)c1ccc(F)cc1)CN1CCc2ccccc2C1 (stereo not drawn) | ? | nt
COc1cccc(C(=O)N2CCCc3ccccc32)c1 | ? | nt
Cc1ccc(NC(=O)C(C)N2C(=O)c3ccccc3C2=O)c(C)c1 (stereo not drawn) | ? | nt

Shown as labelled records: part of the list above
> CCOC(=O)C1CCCN(C(=O)N2CCOCC2)C1 (stereo not drawn)
  S3 lipid droplet: ? | S3 lipid droplet cell count max: nt

> N=C1C(c2ccccc2)=C(O)C2CCc3ccccc3N12 (stereo not drawn)
  S3 lipid droplet: ? | S3 lipid droplet cell count max: nt

> CCN(CC)c1ccc(NC(=O)c2ccc(=O)[nH]c2)cc1S(=O)(=O)Nc1ccc(OC)cc1
  S3 lipid droplet: ? | S3 lipid droplet cell count max: nt

> O=C(CN1CCN(c2ncccn2)CC1)N(Cc1ccccc1)c1ccc(F)cc1
  S3 lipid droplet: ? | S3 lipid droplet cell count max: nt

The listing continues.
mol | S3 lipid droplet | S3 lipid droplet cell count max
O=C(Nc1ccccc1N1CCCC1)c1ccco1 | ? | nt
O=C(c1nc2ccc(Cl)cn2c1CNCCn1ccnc1)N1CCCCCCC1 | 23.4% | 17.5
O=C(Nc1nccs1)c1ccc(S(=O)(=O)NCC2CCCCC2)cc1 | ? | nt
COc1ccccc1-c1c(C)nn2c(C)c(C(C)=O)cnc12 | -10.1% | nt
CCOc1ccc(C(=O)Nc2ccc(N3CCN(C)CC3)cc2)cc1 | 14.6% | -0.7
COc1ccccc1NC(=O)NCCCCc1ccccc1 | ? | nt
CC(=O)N1C(=O)C2(C(C#N)=C(N)Oc3c2c(C)nn3-c2ccccc2)c2ccccc21 (stereo not drawn) | ? | nt
Cc1csc(Nc2ccc(C(=O)O)cc2)n1 | ? | nt
Cc1cccc(C(C)C)c1NC(=O)C(C)OC(=O)Cn1cnc2c1c(=O)n(C)c(=O)n2C (stereo not drawn) | 0.8% | -15.3
CCCCc1ccc(NC(=O)CC(C)=O)cc1 | 13.3% | -1.8
O=C(CSc1nnc(CNC(=O)c2cccs2)o1)NCC1CCCO1 (stereo not drawn) | -4.1% | 13.8
O=C1c2ccccc2C(=O)N1c1cccc2cccnc12 | -0.3% | 10.5
CCN(CC)CCN(C(=O)/C=C/c1cccs1)c1nc2ccc(F)cc2s1 | ? | nt
CCNCC(=O)N1c2ccccc2CCc2ccc(NC(=O)OC(C)C)cc21 | -12.2% | -3.5
O=C(NCc1cccnc1)c1ccc(NC(=O)c2ccc([N+](=O)[O-])cc2)cc1 | ? | nt
Cc1ccc(-c2cn(S(=O)(=O)c3ccc(C)cc3)nc2N)cc1 | ? | nt
O=C(NC1CC(=O)N(c2ccccc2)C1)C1CC1 (stereo not drawn) | ? | nt
O=C(CSCC(=O)Nc1nc(-c2ccc3c(c2)OCO3)cs1)Nc1nccs1 | ? | nt
O=C(CN1C(=O)NC2(CCCC2)C1=O)Nc1nc2ccccc2s1 | 25.4% | nt
COC(=O)c1ccc(S(=O)(=O)c2ccccc2)c(N)c1 | ? | nt
